High-throughput results: PubChem BioAssay, National Center for Advancing Translational Sciences (NCATS)
RXFP1 antagonist: antagonists of human relaxin receptor RXFP1; activity change, negative = inhibition, % at 57.5 µM; actives 0.59% (n = 350,000); Q9HBX9; AID 1259400; HEK293-RXFP1, relaxin-stimulated cAMP HTRF, 30 min; stronger effect = lower value;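 active = activity change of -60% or lower, but not beyond a set lower limit; inconclusive = change between -60% and -40%, or beyond the set limit; inactive = change above -40%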; note: % is set by controls: 0 for no effect and ±100 for the full control effect
D1 antag: human D1 dopamine receptor antagonism; HEK293 TREx D1 cells, calcium flux, dopamine EC80; stronger effect = lower value; activity change, negative = inhibition, % at 10 µM; actives 3.2% (n = 360,000); in the data active = activity change below about -30%; note: % is set by controls: 0 for no effect and ±100 for the full control effect
Target sequence (P21728 whole entry, looked up): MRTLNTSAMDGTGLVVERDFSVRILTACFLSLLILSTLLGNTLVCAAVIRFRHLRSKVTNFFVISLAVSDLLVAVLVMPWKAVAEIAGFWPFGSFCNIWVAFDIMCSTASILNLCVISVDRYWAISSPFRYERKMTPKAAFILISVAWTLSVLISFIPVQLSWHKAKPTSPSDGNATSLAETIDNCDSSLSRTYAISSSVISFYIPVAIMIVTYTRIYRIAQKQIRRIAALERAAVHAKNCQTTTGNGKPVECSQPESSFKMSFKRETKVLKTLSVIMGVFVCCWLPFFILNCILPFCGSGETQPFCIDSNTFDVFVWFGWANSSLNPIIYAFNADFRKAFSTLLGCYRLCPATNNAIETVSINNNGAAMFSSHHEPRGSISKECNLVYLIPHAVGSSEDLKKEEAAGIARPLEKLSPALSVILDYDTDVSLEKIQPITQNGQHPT
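Allosteric or orthosteric antagonism assessed as attenuation of the calcium response to EC80 dopamine, added 180 s after compound, in induced HEK293 Trex D1 cells loaded with no-wash calcium dye.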
D1 agonist: activates the human D1 dopamine receptor; HEK293 T-REx D1 cells, calcium flux, agonist mode; actives 1% (n = 360,000); P21728; activation, % at 2 µM; in the data active = activation above about 30%; note: 0% is about no effect
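Agonism was scored from calcium flux recorded over 180 s (1 read/s) after pintool compound addition, following a 10-cycle baseline. Cells were inducible force-coupled HEK293 TREx D1, plated overnight at 30 C and loaded with no-wash calcium dye.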
RXFP1 ag: activates the human relaxin receptor RXFP1; HEK293T-RXFP1 cAMP TR-FRET, 30 min; response scale: percent of porcine relaxin response, buffer zero; Potency, µM (highest dose often 57.5 µM), for inactives: at the top dose activation, most hits filed as activators; actives 0.3% (n = 370,000); Q9HBX9; note: potency is the fitted concentration of half-maximal effect; % is set by controls: 0 for no effect and ±100 for the full control effect; nearly all actives have a fitted effect of over 60% in size; many of its hits are not listed in these tables
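HEK293T cells stably expressing RXFP1 were pretreated with the PDE4 inhibitor Ro 20174, exposed to compounds for 30 min at 37C, lysed, and cAMP was read by TR-FRET. Data normalized to buffer (basal) and 29 nM porcine relaxin (100%).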
Vif-A3G inh: inhibitors of Vif-APOBEC3G interaction. Q9HC16. HeLa A3G-eYFP + Vif (tagged APOBEC3G with the HIV-1 protein that degrades it), YFP fluorescence, overnight. Potency, µM (series often up to 46.1 µM), for the others: at the highest dose activity, negative = active, usual class: inhibitors. actives 0.076% (n = 410,000). AID 602310;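 note: potency is the fitted concentration of half-maximal effect; % is set by controls: 0 for no effect and ±100 for the full control effect; nearly all actives have a fitted effect of over 60% in size; hits raise eYFP signal because A3G escapes Vif-driven loss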
Target sequence (Q9HC16 whole entry, looked up): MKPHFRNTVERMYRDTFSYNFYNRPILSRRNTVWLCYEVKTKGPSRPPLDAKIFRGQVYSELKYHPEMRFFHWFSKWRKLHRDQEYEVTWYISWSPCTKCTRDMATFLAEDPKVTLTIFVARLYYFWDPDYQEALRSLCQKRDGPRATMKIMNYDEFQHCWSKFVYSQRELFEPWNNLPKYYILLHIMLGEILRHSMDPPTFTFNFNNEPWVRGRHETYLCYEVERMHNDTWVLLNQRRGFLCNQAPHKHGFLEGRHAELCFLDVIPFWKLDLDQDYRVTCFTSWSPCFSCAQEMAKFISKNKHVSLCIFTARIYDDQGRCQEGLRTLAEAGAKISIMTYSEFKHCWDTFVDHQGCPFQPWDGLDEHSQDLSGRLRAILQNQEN
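Read-out is eYFP fluorescence (Ex 488/Em 500-530) from Vif-expressing HeLa A3G-eYFP cells; more signal means A3G escaped Vif-mediated degradation. Cells plated overnight, compound pinned in, incubated overnight at 37 deg C.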
Vif-A3F inh: inhibitors of Vif-A3F interaction; HeLa A3F-eYFP + Vif (tagged APOBEC3F with the HIV-1 protein that degrades it), YFP fluorescence increase; Potency, µM (series often up to 46.1 µM), for the others: top-dose activity, negative = active; actives 0.2% (n = 390,000); AID 602313; note: potency is the fitted concentration of half-maximal effect; % of control where 0% means no effect; nearly all actives have a fitted effect of over 65% in size
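HeLa cells stably expressing A3F-eYFP plus Vif, plated and incubated overnight at 37 deg C, then exposed to compounds overnight at 37 deg C. Blocked degradation read as raised yellow fluorescence (Ex 488/Em 500-530).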
D1 PAM: human D1 dopamine receptor positive modulation; HEK293 TREx D1 cells, calcium flux, dopamine EC20 potentiation; actives 0.036% (n = 360,000); P21728; potentiation, % at 10 µM; in the data active = potentiation above about 30%; note: 0% is about no effect
D2 PAM: D2 dopamine receptor (human) potentiation; potentiation, % at 10 µM; HEK293 T-REx D2, calcium flux, EC20 dopamine potentiation; P14416; actives 0.34% (n = 340,000);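 active = potentiation over 3 SD above the plate norm, cut at about 30% in these data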; note: 0% is about no effect
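Primary screen. Calcium kinetics in induced HEK293 T-REx D2 cells: compound pre-addition 180 s, EC20 dopamine, 180 s more.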
Glioma ERSR ind: inducers of ER stress response in human glioma cells; AID 602332; Potency, µM, inactives show top-dose activation, actives largely listed as activators; actives 0.02% (n = 420,000); U87-MG GRP78 promoter luciferase reporter, 16 h; note: potency is the fitted concentration of half-maximal effect; series mostly up to about 76 µM; % of control where 0% means no effect; nearly all actives have a fitted effect of over 35% in size
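Stably transfected U87-MG human glioma cells carrying a GRP78-based luminescent sensor were seeded at 1000 cells/well, pin-dosed with compounds and incubated 16 h. Luciferase reagent was then added, and end-point luminescence was read after 10 min at room temperature.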
An asterisk follows results filed as active; ? = inconclusive; nt = not tested or not shown; & = joins results of further samples. Unless noted, calls come from the whole dose curve; as a rule, active = well fitted curve in the direction sought with a large enough effect; inconclusive = small, poorly fitted or top-dose-only effect, or another doubt; inactive = no such curve, though single readings can be large; an effect the other way counts as inactive or inconclusive.

No.	SMILES	RXFP1 antagonist	D1 antag	D1 agonist	RXFP1 ag	Vif-A3G inh
1	Cc1ccccc1OCCCC(=O)Nc1ccc(S(=O)(=O)Nc2onc(C)c2C)cc1	-12	-7	4	0.1%	1%
2	CC(C)SC1=NC(C)(C)C=C(/C=C/c2ccc(Cl)cc2Cl)N1	-6	1	2	0.1%	?
3	CC(=O)N1c2ccc(S(=O)(=O)N3CCC(C(=O)NC4CCC(C)CC4)CC3)cc2CC1C (centres undefined)	-5	-22	0	0.7%	-11%
4	O=C(NC1CC(=O)N(c2ccccc2)C1)C1CC1 (centres undefined)	16	-10	1	-0.7%	1%
5	CCOC(=O)c1c(C)nc2c(c1-c1ccc(OC)c(OC)c1)C(=O)c1ccccc1-2	-18	5	3	2.1%	0%
6	C=CCOc1ccc(/C=C2\SC(=S)N(NS(=O)(=O)c3ccc(C)cc3)C2=O)cc1	?	-27	0	0.6%	-6%
7	Cn1c(=O)[nH]c(Nc2ccccc2)c([N+](=O)[O-])c1=O	-9	2	2	0.8%	1%
8	CCc1ccc(C(=O)c2oc3nc(C)cc(C)c3c2N)cc1	-6	2	-1	0.2%	-10%
9	COc1ccc(OC)c(Cc2nnc(CCC(=O)N3CCCCC3c3nccs3)o2)c1 (centres undefined)	0	6	4	0.0%	-3%
10	CCC(=O)Nc1ccc(C(=O)CSc2nnc(-c3ccc(O)cc3)n2CC2CCCO2)cc1 (centres undefined)	-12	-10	1	3.2%	1%
11	CCOc1ccc(-c2noc(CCC(=O)NC3CCCCC3)n2)cc1OC	10	9	1	-0.2%	-8%
12	O=c1[nH]c2c(c(=O)n1Cc1ccccc1)CCC2	0	21	0	0.9%	-1%
13	COc1cc2[nH]c(-c3ccc(C)cc3)cc(=O)c2cc1OC	nt	17	-3	3.2%	0%
14	O=C(c1ccc(Cl)c(Cl)c1)N(Cc1ccco1)c1ccc(O)cc1	-14	-6	1	-0.9%	1%
15	CCCCn1c(N)c(N(CCC(C)C)C(=O)COC(=O)c2ccc(CC)cc2)c(=O)[nH]c1=O	-4	-7	2	-2.4%	5%

No.	Vif-A3F inh	D1 PAM	D2 PAM	Glioma ERSR ind
1	-1%	-4	17	-4%
2	-9%	-2	-2	-1%
3	3%	-4	-11	1%
4	2%	2	1	-6%
5	0%	-2	-2	-2%
6	11%	2	-7	-3%
7	-7%	-1	-7	-6%
8	4%	-3	-2	1%
9	-2%	10	9	7%
10	-15%	-7	-4	-3%
11	-1%	6	nt	-3%
12	-9%	-2	13	-1%
13	6%	-2	-20	1%&-2%
14	2%	-7	14	-9%
15	9%	-5	6	-5%

Other records follow.
No.	SMILES	RXFP1 antagonist	D1 antag	D1 agonist	RXFP1 ag	Vif-A3G inh
16	COc1ccc(-c2nnc3sc(CN4C(=O)c5ccccc5C4=O)nn23)cc1	1	-5	4	?	0%
17	CCOc1ccc(-n2ccnc2SCC(=O)Nc2ccc(OC)cc2OC)cc1	2	-17	0	1.4%	6%
18	Cc1ccc(C(=O)NNC(=O)CSc2nnc(-c3ccccc3)n2Cc2ccccc2)cc1	-7	-5	1	8.6%	-1%
19	CCOc1ccc(/C(O)=C2/C(=O)C(=O)N(CCCN3CCOCC3)C2c2ccc(F)cc2)cc1C (centres undefined)	8	-13	2	?	-12%
20	C=CCc1ccc(OCC(O)CN2CCc3ccccc3C2)c(OC)c1 (centres undefined)	-40	15	6	0.4%	-3%
21	CCCCn1c(N)c(N(CCOC)C(=O)c2ccc(S(=O)(=O)N3CCC(C)CC3)cc2)c(=O)[nH]c1=O	-12	-12	3	-0.1%	0%
22	O=C1OCCC1=Cc1ccccc1	3	nt	nt	nt	1%
23	O=C1NC(=O)C2C3c4ccccc4C(c4ccccc43)C12 (centres undefined)	-3	1	4	-0.6%	-7%
24	C=CCOC(=O)c1ccc(-n2cncn2)nc1	-1	5	0	0.3%	0%
25	O=C(COC(=O)C1CC1)Nc1ccc(Cl)cc1Cl	4	-7	1	1.3%	1%
26	COc1ccc(C2c3ccc(O)cc3Oc3ncn(CCN4CCOCC4)c(=N)c32)cc1OC (centres undefined)	-18	1	4	0.4%	3%
27	COc1ccc(C(=O)n2nnc3ccccc32)cc1Br	0	-2	4	2.7%	0%
28	Cn1c(CCNC(=O)c2ccccc2F)nnc1SCc1nc2ccccc2c(=O)[nH]1	8	-28	1	0.4%	0%
29	CN(Cc1ccc(F)cc1Cl)S(=O)(=O)c1cccs1	-4	10	1	2.2%	-5%
30	CCOc1ccccc1CN1CCN(Cc2cc(=O)c3ccccc3[nH]2)CC1CCO (centres undefined)	-3	-36*	-1	-0.4%	-21%

No.	Vif-A3F inh	D1 PAM	D2 PAM	Glioma ERSR ind
16	0%	2	12	0%
17	0%	0	-6	0%
18	-18%	20	20	-4%
19	0%	-5	6	-3%
20	-4%	-2	-13	0%
21	-10%	-4	10	-3%
22	6%	nt	nt	1%
23	-5%	-2	-3	-3%
24	0%	9	15	0%
25	0%	-4	12	0%
26	-18%	3	11	-5%
27	-2%	-4	21	-3%
28	-10%	7	18	-2%
29	1%	-7	16	5%
30	-1%	-5	-15	-2%

(next part)
No.	SMILES	RXFP1 antagonist	D1 antag	D1 agonist	RXFP1 ag	Vif-A3G inh
31	O=C1CC(NC(=O)C(F)(F)F)=NN1c1ccccc1	-15	-5	-1	-0.4%	1%
32	COc1ccc(CNC(=O)Cn2ccc([N+](=O)[O-])n2)cc1OC	-1	4	3	3.6%	4%
33	CCN(CC(=O)Nc1sc2c(c1C#N)CCCC2)CC(=O)NC1CCS(=O)(=O)C1 (centres undefined)	-2	-15	2	1.4%	2%
34	C=CCSc1nnc2c(n1)OC(c1cccnc1)Nc1ccccc1-2 (centres undefined)	6	5	0	0.9%	-2%
35	N#CC1(c2ccccc2)CCCN1C(=O)c1ccc(Br)o1 (centres undefined)	8	-15	11	0.3%	4%
36	CC1(C)CC(=O)C(C(c2cccnc2)C2C(=O)CC(C)(C)CC2=O)C(=O)C1	3	-8	-1	-0.2%	0%
37	C=CCn1c(NCc2cc(Cl)ccc2O)nc2ccccc21	-26	-10	11	0.2%	-6%
38	O=C(CCC1CCCN(C(=O)c2ccc3c(c2)OCO3)C1)N1CCN(c2ccccn2)CC1 (centres undefined)	1	-8	-1	0.0%	6%
39	CCOCCn1c(=O)c2c(nc3n2CC(C)CN3CCc2ccccc2)n(C)c1=O (centres undefined)	-2	-4	3	-1.4%	-3%
40	COc1ccc(C(=O)Nc2nnc(C)s2)cc1	-6	4	-1	6.2%	3%
41	COc1ccccc1S(=O)(=O)Cc1ccc(C(=O)NCc2cccnc2)o1	0	6	1	1.6%	2%
42	COc1cccc(-c2nn3c(-c4ccccn4)nnc3s2)c1	-1	-4	1	-1.5%	-2%
43	CN1C2CCC1CC(NS(=O)(=O)c1cccc(C(F)(F)F)c1)C2 (centres undefined)	3	-7	1	-0.5%	-8%
44	CC(C)C(=O)NN1c2ccccc2CCc2ccccc21	2	14	-2	-3.5%	-4%
45	COc1ccc(/C=N/OC(=O)Nc2ccc(Cl)cc2)c(OC)c1	-20	-3	11	-2.3%	-8%

No.	Vif-A3F inh	D1 PAM	D2 PAM	Glioma ERSR ind
31	-2%	1	-2	-4%
32	8%	2	1	-2%
33	13%	-5	-6	-1%
34	2%	2	-5	3%
35	-1%	-8	14	-3%
36	-5%	-5	-5	-5%
37	-22%	-6	7	-1%
38	-7%	-1	0	-1%
39	2%	1	6	-1%
40	-7%	4	-4	-5%
41	0%	-3	1	-6%
42	0%	-3	-21	4%
43	-5%	-5	7	-2%
44	0%	1	11	-1%
45	10%	-2	8	-2%

Next section (seven carried over from the part before).
No.	SMILES	RXFP1 antagonist	D1 antag	D1 agonist	RXFP1 ag	Vif-A3G inh
39	CCOCCn1c(=O)c2c(nc3n2CC(C)CN3CCc2ccccc2)n(C)c1=O (centres undefined)	-2	-4	3	-1.4%	-3%
40	COc1ccc(C(=O)Nc2nnc(C)s2)cc1	-6	4	-1	6.2%	3%
41	COc1ccccc1S(=O)(=O)Cc1ccc(C(=O)NCc2cccnc2)o1	0	6	1	1.6%	2%
42	COc1cccc(-c2nn3c(-c4ccccn4)nnc3s2)c1	-1	-4	1	-1.5%	-2%
43	CN1C2CCC1CC(NS(=O)(=O)c1cccc(C(F)(F)F)c1)C2 (centres undefined)	3	-7	1	-0.5%	-8%
44	CC(C)C(=O)NN1c2ccccc2CCc2ccccc21	2	14	-2	-3.5%	-4%
45	COc1ccc(/C=N/OC(=O)Nc2ccc(Cl)cc2)c(OC)c1	-20	-3	11	-2.3%	-8%
46	CN1/C(=c2/s/c(=C3/C(=O)N(c4ccccc4)NC3=Nc3ccccc3)n(C)c2=O)C(C)(C)c2ccccc21	-28	-9	3	-0.5%	4%
47	COc1ccc(N(C)S(=O)(=O)c2cccc(C(=O)Nc3nc(C)cs3)c2)cc1	-7	-10	2	-1.0%	-2%
48	CCOC(=O)c1sc(NC(=O)COc2ccc3c(c2)OCO3)nc1C	-6	12	-2	-1.4%	-5%
49	COc1cc(/C=N/OCC(=O)Nc2ccc(OC(F)F)cc2)ccc1OCc1ccccc1	0	-10	15	1.0%	?
50	Cc1cc(OCC(=O)NCc2cccnc2)c2c(C)cc(=O)oc2c1	-3	-3	2	3.5%	-1%

No.	Vif-A3F inh	D1 PAM	D2 PAM	Glioma ERSR ind
39	2%	1	6	-1%
40	-7%	4	-4	-5%
41	0%	-3	1	-6%
42	0%	-3	-21	4%
43	-5%	-5	7	-2%
44	0%	1	11	-1%
45	10%	-2	8	-2%
46	6%	1	4	-2%
47	5%	-3	9	-4%
48	4%	0	1	1%
49	-13%	-4	6	1%
50	2%	-3	nt	4%

An excerpt; count on the stated rates, not on these rows.
